# Bioassay records (PubChem BioAssay)
# DAGLB inh = diacylglycerol lipase beta (human) inhibition | HEK293T DAGLB membrane lysate, EnzChek fluorogenic substrate | inhibition, % at 5.17 µM | 340,000 tested, 0.059% active | AID 504411; in the data active means inhibition above about 34%;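 further: 0% = enzyme with vehicle and 100% = wells lacking enzyme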
# Target sequence (Q8NCG7 whole entry, looked up): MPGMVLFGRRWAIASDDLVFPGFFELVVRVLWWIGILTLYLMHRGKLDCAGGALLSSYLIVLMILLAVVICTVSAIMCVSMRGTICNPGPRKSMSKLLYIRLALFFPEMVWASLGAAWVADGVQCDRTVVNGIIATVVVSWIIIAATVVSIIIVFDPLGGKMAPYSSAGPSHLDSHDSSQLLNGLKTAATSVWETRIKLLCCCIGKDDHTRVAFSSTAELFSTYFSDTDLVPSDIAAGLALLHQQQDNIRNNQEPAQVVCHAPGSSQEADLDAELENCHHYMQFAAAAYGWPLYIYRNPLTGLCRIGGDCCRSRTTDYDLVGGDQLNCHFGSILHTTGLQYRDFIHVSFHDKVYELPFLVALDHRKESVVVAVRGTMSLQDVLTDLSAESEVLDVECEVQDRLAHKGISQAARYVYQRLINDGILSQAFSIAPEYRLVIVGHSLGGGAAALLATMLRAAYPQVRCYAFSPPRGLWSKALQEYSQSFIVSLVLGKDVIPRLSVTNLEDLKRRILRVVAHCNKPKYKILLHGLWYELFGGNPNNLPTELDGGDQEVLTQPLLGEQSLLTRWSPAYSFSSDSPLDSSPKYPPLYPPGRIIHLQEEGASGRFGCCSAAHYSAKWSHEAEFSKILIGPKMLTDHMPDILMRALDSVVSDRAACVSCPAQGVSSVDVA
# Rtt109 HAT inh = C. albicans Rtt109 histone acetyltransferase inhibition. Q5AAJ8. purified Rtt109/Vps75, ThioGlo CoA-SH fluorescence, 4 h. inhibition, % at 34.9 µM. 330,000 tested, 0.16% active. AID 540336;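 active means inhibition of at least 50% in every replicate; inconclusive means best replicate reaches 50% inhibition but some replicates fall short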
# Target sequence (Q5AAJ8 whole entry, looked up): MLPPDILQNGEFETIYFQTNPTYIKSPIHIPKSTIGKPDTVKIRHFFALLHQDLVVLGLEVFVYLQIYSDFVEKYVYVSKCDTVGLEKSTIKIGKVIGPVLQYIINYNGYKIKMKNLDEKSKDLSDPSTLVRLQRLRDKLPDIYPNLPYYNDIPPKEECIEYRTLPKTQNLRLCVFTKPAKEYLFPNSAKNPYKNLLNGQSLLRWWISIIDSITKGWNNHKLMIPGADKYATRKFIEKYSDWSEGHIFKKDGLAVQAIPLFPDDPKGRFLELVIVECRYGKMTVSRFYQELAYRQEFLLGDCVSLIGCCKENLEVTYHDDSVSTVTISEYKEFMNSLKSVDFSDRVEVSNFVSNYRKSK
# CAL PDZ FP = human CAL PDZ-peptide interaction inhibition; Q9HD26; purified CAL PDZ, TMR-peptide fluorescence polarization, 1 h; inhibition, % at 20 µM; 330,000 tested, 0.02% active;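 active means highest replicate inhibition of at least 40%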;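 further: plate controls were DMSO neutral control wells for no effect and unlabeled competitor peptide control wells for full effect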
#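 System: tagged CAL PDZ domain. Schedule: 1 h room-temperature incubation prior to read. Signal: fluorescence polarization (mP). Measure: percent inhibition from loss of millipolarization.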
# PvdQ acylase = P. aeruginosa PvdQ acylase inhibition | purified PvdQ acylase, fluorescence plate reader | inhibition, % at 10 µM | 340,000 tested, 0.063% active | AID 488965; in the data active means inhibition above about 30%, passing the limit was not always enough; inconclusive means no clear call, values can overlap the other calls;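 further: 0% = vehicle neutral wells and 100% = reference inhibitor wells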
# phage Ecoli inh = E. coli growth loss with phage present. inhibition, % at 11.9 µM. growth absorbance. 360,000 tested, 0.26% active; in the data active means inhibition above about 11%
# Tat export inh = inhibitors of E. coli Tat protein transport; AID 488895; inhibition, % at 10 µM; 340,000 tested, 0.036% active; E. coli MC4100 TorA-mCherry Tat export, fluorescence;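 active means mean replicate inhibition at least 50% and at least half of replicates individually reaching 50%; inconclusive means only one of the two criteria met; inactive means neither criterion met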;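 further: exported cargo escapes ClpAP degradation while cytoplasmic cargo is degraded and loses fluorescence; 0% = median of neutral control wells and 100% = median of NaSCN control wells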
# AddAB inh = less growth of phage-infected E. coli with AddAB; E. coli expressing H. pylori AddAB, absorbance growth; inhibition, % at 11.9 µM; 330,000 tested, 0.29% active; AID 435030; in the data active means inhibition above about 12%;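 further: 0% = vehicle wells of infected cells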
# PfHsp90 yeast 2 = reduces growth (ATP signal) of yeast expressing P. falciparum Hsp90; S. cerevisiae expressing PfHsp90, BacTiter-Glo ATP, 48 h; yeast lacking PDR1 and PDR3 efflux regulators; inhibition, % at 9.4 µM; 310,000 tested, 0.32% active; AID 504621;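 active means every replicate shows inhibition above about 80%, whatever the replicate mean, limit read from the data; inconclusive means mean inhibition reaches the set limit but some replicate falls short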;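 further: 0% = DMSO neutral controls and 100% = 20 µM radicicol positive controls; yeast relying on Plasmodium falciparum Hsp90 in place of its own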
# Wnt bcat act = Wnt/beta-catenin pathway activation; Wnt/beta-catenin reporter cell assay, activator, plate reader; activation, % at 9.35 µM; 300,000 tested, 1.2% active; in the data active means activation above about 30%, passing the limit was not always enough; inconclusive means no clear call, values can overlap the other calls;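 further: 0% = neutral control wells and 100% = positive control wells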
# Ecoli viability = reduces bacterial viability in AddAB counter-screen. E. coli V3065 growth, OD600 absorbance, 18 h. inhibition, % at 11.9 µM. 330,000 tested, 0.27% active. AID 449728;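 active means inhibition above the campaign's mean inhibition across all tested compounds plus 3 SD, cut at about 9.9% in these data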;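 further: uninfected addAB+ strain grown without phage in ampicillin broth; 0% = DMSO wells and 100% = ciprofloxacin 0.95 µg/ml wells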
# * = called active by the depositor; ? = inconclusive; nt = no result given.
SMILES,DAGLB inh,Rtt109 HAT inh,CAL PDZ FP,PvdQ acylase,phage Ecoli inh,Tat export inh,AddAB inh,PfHsp90 yeast 2,Wnt bcat act,Ecoli viability
CS(=O)(=O)c1ccc(Cl)c(NC(=O)c2ccc3ccccc3c2)c1,-1,2,-2.1,-7,2.5,1,0.8,-1,-3,0.9
CCCCOCCCNC(=O)N[C@H](C(=O)OC)C(C)CC (stereo partly specified),-1,0,-0.3,0,2.2,-3,0.7,2,0,-0.8
COc1ccc(-c2cc(-c3c(O)c(OC)c4occc4c3OC)[nH]n2)cc1OC,0,6,-2.2,3,2.8,16,7.7,9,1,4.7
CC(c1ccon1)N(C)C(=O)CCc1nnc(C2(c3ccc(Cl)cc3)CCC2)o1 (stereo unspecified),-3,10,-0.4,5,5.0,-1,-2.9,13,7,-1.1
COc1ccccc1NC(=O)CCCCCN1C(=O)c2cccc([N+](=O)[O-])c2C1=O,-1,7,0.0,9,1.0,7,0.0,-8,-1,0.9
CC(C)Sc1nc2sc3c(c2c2nnc(SCC(=O)NCc4ccco4)n12)CCCC3,-22,-6,nt,-7,0.7,-2,1.8,1,2,-1.3
O=C(Oc1ccc2ccccc2c1)c1ccco1,-7,8,-3.1,8,3.2,0,-0.8,-20,1,-2.8
Cc1ccc(NC(=S)N2CCOCC2)cc1,0,-8,-2.7,-13,1.9,-1,-0.2,-6,0,-3.3
CC(C)[C@H](NC(=O)OCc1ccccc1)C(=O)N[C@@H](Cc1c[nH]c2ccccc12)C(=O)O,0,3,-1.2,-19,4.7,1,0.4,-15,0,0.3
O=C1NC(=O)/C(=C/c2ccccn2)S1,0,8,0.0,-4,2.0,2,4.5,0,-3,2.6
O=C(C1CCCO1)N1CCN(S(=O)(=O)c2ccc(Br)cc2)CC1 (stereo unspecified),1,3,-0.9,6,3.8,1,1.9,-1,-1,1.2
Cc1nc2cc(NC(=O)c3ccc(Cl)cc3)ccc2n1C,1,-3,-1.4,-12,0.0,-5,1.8,-6,17,0.7
CCOC(=O)N/N=C\c1ccc(C)s1,-1,-8,-0.4,-2,2.6,3,-0.7,0,8,0.9
Cc1nc2ccc(NC(=O)c3ccc(=O)[nH]c3)cc2s1,4,2,-3.7,-11,-1.0,-2,3.1,24,0,-0.1
COc1ccc(-c2[nH]ncc2CNCc2cc(C)n(C)n2)c(F)c1,1,7,-0.3,4,3.2,-6,2.1,16,-2,2.1
O=C(Nc1ccc(-c2noc(CCc3ccccc3)n2)cc1)c1cccnc1,0,-4,0.0,1,2.9,0,2.2,22,nt,-0.2
FC(F)(F)c1cccc(CNC(=S)Nc2ccccc2)c1,0,22,-3.1,13,5.3,9,3.3,-8,0,2.5
CC(=O)c1c(C)[nH]c(C(=O)NCCCN2CCCC2)c1C,1,0,0.6,-18,3.7,-5,2.4,-11,-2,0.2
CC(C)(C)NC(=O)CN(C(=O)CNC(=O)c1cccs1)c1ccc2c(c1)OCCO2,1,-22,-2.7,1,1.7,7,4.4,0,-3,-1.8
CC1=NN(C(=O)Cn2nc([N+](=O)[O-])cc2C)C(O)(C(F)(F)F)C1 (stereo unspecified),1,3,0.7,0,3.1,1,2.6,-29,nt,0.2
O=C1CC(N2CCN(S(=O)(=O)c3ccccc3)CC2)C(=O)N1c1ccccc1 (stereo unspecified),-3,0,-1.0,-10,-2.7,-4,3.1,-1,-1,0.7
O=C1Nc2c(c(=O)[nH]c(=O)n2-c2ccc(F)cc2)C1(NS(=O)(=O)c1ccccc1)C(F)(F)F (stereo unspecified),-4,-2,-1.2,-3,1.2,-2,2.5,-9,?,1.0
S=C1NC2(CCCCC2)Cc2ccccc21,-1,51*,-3.1,8,2.0,-2,-0.7,-14,-1,-2.5
CN1CC(c2ccccc2)Oc2ccccc2C1=S (stereo unspecified),-2,-6,-0.1,-20,2.8,-4,1.6,19,-1,-0.2
Cc1cccc(NC(=O)c2ccc(OCc3c(C)noc3C)cc2)c1C,-3,4,-1.0,7,-0.1,-8,1.0,17,0,-2.9

# Of the compounds above, these contain a nitro group on carbon:
SMILES,DAGLB inh,Rtt109 HAT inh,CAL PDZ FP,PvdQ acylase,phage Ecoli inh,Tat export inh,AddAB inh,PfHsp90 yeast 2,Wnt bcat act,Ecoli viability
COc1ccccc1NC(=O)CCCCCN1C(=O)c2cccc([N+](=O)[O-])c2C1=O,-1,7,0.0,9,1.0,7,0.0,-8,-1,0.9
CC1=NN(C(=O)Cn2nc([N+](=O)[O-])cc2C)C(O)(C(F)(F)F)C1 (stereo unspecified),1,3,0.7,0,3.1,1,2.6,-29,nt,0.2

# (next part)
SMILES,DAGLB inh,Rtt109 HAT inh,CAL PDZ FP,PvdQ acylase,phage Ecoli inh,Tat export inh,AddAB inh,PfHsp90 yeast 2,Wnt bcat act,Ecoli viability
CN(C)S(=O)(=O)c1ccc(NC(=O)CSc2ncnc3ccccc23)cc1,-1,8,-2.6,7,4.7,12,4.3,16,-7,0.5
COC(=O)[C@H](CC(C)C)NC(=O)NC1CCCCC1C (stereo partly specified),-3,3,-2.5,-4,1.2,0,2.5,-6,nt,4.0
N/C(=N\OC(=O)c1cccc(Br)c1)c1ccncc1,-5,-5,-0.7,2,3.2,-12,-1.2,10,-3,1.1
O=C(CN1CCC(n2nnc3cc(F)ccc32)CC1)Nc1ccccc1N1CCOCC1,-1,-2,-3.7,-15,-1.2,3,2.6,18,nt,2.6
Clc1ccc(OCCn2cnc3ccccc32)cc1,-4,0,-1.4,2,1.8,13,2.4,-10,nt,0.0
COc1ccc(CNC(=S)Nc2ccc(F)c(Cl)c2)cc1OC,0,nt,-0.5,5,4.6,1,-1.9,8,-1,0.8
Cc1cc(C)c2cc3c(N)c(C(=O)N4CCOCC4)sc3nc2c1,0,-7,0.2,-8,3.5,10,3.0,17,11,-0.1
O=C(COc1ccccc1)NC(=S)Nc1ccc2c3c(cccc13)CC2,-22,4,-0.7,8,2.6,-12,1.8,nt,nt,0.5
CNC(=O)c1ccc(CNC(=O)OCc2ccccc2)cc1,-1,-9,-2.7,-8,2.4,-2,-0.5,5,1,2.1
COCCCNC(=O)C(=O)NCC1CCCN1S(=O)(=O)c1cccs1 (stereo unspecified),0,-14,-0.9,-13,1.8,1,1.5,nt,-1,0.0
Cc1ccc(S(=O)(=O)Nc2cc(-c3ccc(Cl)cc3)nn2C)cc1,nt,nt,nt,nt,0.5,nt,0.9,nt,-2,-0.8
Nc1cc(=O)[nH]c(=S)n1-c1ccccc1,2,-5,nt,5,5.2,-1,4.1,8,1,4.2
NC(CC(=O)NC(c1ccccc1)(c1ccccc1)c1ccccc1)C(=O)O (stereo unspecified),3,2,-2.8,4,4.8,17,1.8,7,nt,-1.8
COc1ccc(-n2ncc(C(=O)NC3CC3)c2C2CCN(C(=O)OC(C)(C)C)CC2)cc1,-1,6,-3.0,-13,-4.8,0,4.0,15,0,0.7
CCN1C(=O)/C(=C\N(C)C)S/C1=N\S(=O)(=O)c1ccc(C)cc1,1,-4,0.5,0,-0.5,-6,1.0,-15,-1,-0.8
COc1cc(C(=O)NCCC(C)C)c([N+](=O)[O-])cc1OC,-2,nt,-1.3,2,2.0,-11,1.9,-5,nt,1.2
CCSc1nncn1/N=C/c1ccc(OC)c(OC)c1,2,-2,-0.3,-8,2.1,0,4.2,-30,1,-0.8
CC(C)CCn1nnnc1C(C(C)C)N1CCC(C(N)=O)CC1 (stereo unspecified),3,1,0.3,-25,1.9,-1,2.1,2,nt,-1.8
COc1ccc(C2/C=C\CN(C(=O)NC(C)C)CC(=O)N2Cc2ccc(F)cc2)cc1 (stereo unspecified),-1,2,2.3,-16,0.8,7,0.4,15,-4,-0.5
NS(=O)(=O)c1ccc(NC(=S)NC(=O)c2cccc(Br)c2)cc1,-2,11,-4.0,-3,3.7,3,nt,-4,-11,nt
Cc1oc(CSCC2CCCO2)cc1C(=O)O (stereo unspecified),-3,9,-4.4,-12,-1.0,-8,3.6,-4,1,0.5
CCC(COC)NC(=O)c1ccc(OC)c(OC2CCN(C(C)=O)CC2)c1 (stereo unspecified),2,1,-0.5,-7,0.2,-2,-0.4,13,-2,0.3
Cc1ccc(C(=O)NCCNC(=O)CN2CCOCC2)cc1,-1,-13,-1.3,-11,1.7,-2,1.3,4,nt,-0.5
COc1cc(C(=O)Nn2c(O)c(C3=c4ccccc4=NC3=O)sc2=S)ccc1O,2,4,1.8,-8,0.8,-4,-0.2,-6,1,1.8
CCCN1CCN(C(=O)c2c(Cl)cnn2C)CC1,1,2,-0.3,-15,3.9,-4,-1.4,-13,2,-0.2
# More entries:
SMILES,DAGLB inh,Rtt109 HAT inh,CAL PDZ FP,PvdQ acylase,phage Ecoli inh,Tat export inh,AddAB inh,PfHsp90 yeast 2,Wnt bcat act,Ecoli viability
Cc1cccc(-n2c(SCCC(=O)O)nnc2-c2cccs2)c1C,2,-9,0.1,-8,3.5,1,1.8,nt,nt,-1.7
Cc1sc(NC(=O)CSc2nnc(CCNC(=O)c3cccs3)n2C)nc1-c1ccccc1,1,-9,-0.2,-16,1.6,3,-0.1,-28,16,-0.3
Cc1ccc(N2CC(=O)N(NC(=O)Nc3ccc(Cl)c(Cl)c3)CC2=O)cc1,1,-3,-1.9,-12,4.0,-7,0.8,-22,1,-2.5
O=C(Nc1ccc2[nH]c(=S)sc2c1)Nc1ccccc1F,5,2,-0.1,-3,0.9,8,0.7,-12,?,0.9
O=C(N[C@@H]1C/C=C\C[C@H](CC(=O)N(CCO)Cc2ccccc2)C(=O)N[C@@H](Cc2ccccc2)COC1=O)OCC1c2ccccc2-c2ccccc21,2,-5,-0.4,-15,1.0,0,-0.2,-18,-7,-3.0
C=CCNC(=O)c1ccccc1NC(=O)C1CCN(S(=O)(=O)c2ccc(SC)cc2)CC1,-3,7,-2.9,3,2.8,5,2.8,3,0,-0.3
C=CCN1C(=O)C(CC(=O)Nc2ccc(C)cc2)SC1=Nc1c(C)n(C)n(-c2ccccc2)c1=O (stereo unspecified),4,7,-2.7,-5,1.4,-1,1.5,4,-2,1.2
CCOC(=O)Cc1csc(NC(=O)CSc2nnc(C(C)C)n2CC)n1,-2,-11,-0.2,-10,3.3,0,0.2,-1,-1,-0.9
Cc1onc(-c2ccccc2Cl)c1C(=O)Oc1cc(N)n(S(=O)(=O)c2ccc(F)cc2)n1,-1,1,-3.1,-15,1.9,-3,1.7,-2,nt,-0.3
CC1CC(C)CN(C(=O)CN2C(=O)NC3(CCCCCCC3)C2=O)C1 (stereo unspecified),1,2,-0.2,-13,1.2,1,1.3,-11,1,-1.5
COCO/C=C(\NC(C)=O)c1ccccc1,4,-1,1.0,-12,1.0,-3,1.5,17,2,-0.3
CCCN1C(=O)/C(=C/c2ccco2)SC1=Nc1ccc(OC)cc1,-6,1,0.2,-13,nt,-1,-1.3,1,nt,2.5
COc1ccc(Cl)cc1C(=O)NCc1cn(C)nc1C,4,-4,-1.9,-5,1.6,-3,0.2,0,nt,-0.7
CC(=O)N(C(C)=O)n1c(C)nc2sc3c(c2c1=O)CCCC3,-2,-13,-3.0,-13,4.2,0,0.0,-6,-2,-1.1
O=C1OC(c2ccccc2)/C(=C(/O)c2ccc(Cl)cc2)C1=O (stereo unspecified),8,6,0.0,-6,-1.2,0,-1.1,-20,nt,1.9
O=C1c2cccc(OCc3ccc(F)cc3)c2CCN1Cc1ccccc1,-12,0,-1.0,-11,0.8,19,4.5,-25,nt,1.4

# Some values from the results shown:
# For Ecoli viability, CCCN1CCN(C(=O)c2c(Cl)cnn2C)CC1 has -0.2
# For AddAB inh, COc1ccc(Cl)cc1C(=O)NCc1cn(C)nc1C has 0.2
